PI4K2A block: PI4K2A (human) kinase inhibition. activity change, negative = inhibition, % at 76.9 µM. 420,000 tested, 0.13% active. purified PI4K2A, ADP-Glo luminescence, 1 h; active compounds read low; in the data active means activity change below about -50%; inconclusive means mostly about -30% to -49%;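 further: -100% = wells without enzyme as full effect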
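PI4K2A activity was measured by ADP-Glo luminescence: enzyme (4 ug/mL stock) and phosphatidylinositol (1.2 mM stock) in Tris pH 7.5/MgCl2/EGTA/Triton X-100 buffer were reacted with ATP (300 microM stock) for one hour at ambient temperature.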
Pol eta inh: inhibitors of human DNA polymerase eta; Q9Y253; recombinant Pol eta, fluorescent DNA replication assay; Potency, µM (highest dose often 114 µM), without a hit: top-dose activity change, negative = inhibition, usual class: inhibitors; 390,000 tested, 1.2% active; AID 588591; further: potency means the concentration at half of the fitted maximal effect; on the % scale 0 is the no-effect control and ±100 the full control effect
Target sequence (Q9Y253 whole entry, looked up): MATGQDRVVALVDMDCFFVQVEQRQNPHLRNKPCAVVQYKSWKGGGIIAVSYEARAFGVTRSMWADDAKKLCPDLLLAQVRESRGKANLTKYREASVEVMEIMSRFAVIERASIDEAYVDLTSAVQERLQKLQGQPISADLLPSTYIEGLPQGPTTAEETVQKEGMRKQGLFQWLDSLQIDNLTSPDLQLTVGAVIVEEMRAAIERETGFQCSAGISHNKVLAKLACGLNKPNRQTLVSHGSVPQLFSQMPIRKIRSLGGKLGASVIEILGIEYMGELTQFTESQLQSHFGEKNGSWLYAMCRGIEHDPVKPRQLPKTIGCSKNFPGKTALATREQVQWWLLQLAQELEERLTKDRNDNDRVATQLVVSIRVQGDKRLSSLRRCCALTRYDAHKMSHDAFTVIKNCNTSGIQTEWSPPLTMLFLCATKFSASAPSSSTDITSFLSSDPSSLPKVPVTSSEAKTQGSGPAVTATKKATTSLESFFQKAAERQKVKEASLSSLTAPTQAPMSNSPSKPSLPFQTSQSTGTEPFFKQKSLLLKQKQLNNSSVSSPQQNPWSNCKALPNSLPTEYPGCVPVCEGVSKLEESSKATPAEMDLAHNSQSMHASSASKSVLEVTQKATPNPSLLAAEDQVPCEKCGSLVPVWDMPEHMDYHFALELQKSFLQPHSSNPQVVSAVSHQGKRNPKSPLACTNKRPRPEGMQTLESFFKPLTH
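Pol eta at 10 nM preincubated with compounds 15 min at room temperature; reaction started with fluorescent substrate (50 nM final) and read kinetically at 0 and 10 min.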
Pin1 inhibitor: human Pin1 inhibition; Q13526; Pin1 FP peptide displacement, HiFluor488, 10 min; Potency, µM (top dose mostly 115 µM), for the others: at the highest dose activity, negative = inhibition, actives largely listed as inhibitors; 390,000 tested, 0.009% active; AID 504891; active means well fitted inhibition curve with a large enough effect in the polarisation, with a control signal flat, not every such curve was filed as active; inconclusive means small, poorly fitted or top-dose-only effect, or effect the other way, or a change in a side signal; inactive means no such curve, though single readings can be large or run the other way; the % refers to the polarisation; further: potency means the concentration at half of the fitted maximal effect; on the % scale 0 is the no-effect control and ±100 the full control effect
G9a block: G9a (human) methyltransferase inhibition; AID 504332; 350,000 tested, 8.8% active; Q96KQ7; Potency, µM (highest dose often 102 µM), for inactives: top-dose activity, negative = inhibition, hits mostly inhibitors; G9a H3K9 monomethylation, AlphaScreen, 2 h; further: potency means the concentration at half of the fitted maximal effect; on the % scale 0 is the no-effect control and ±100 the full control effect; nearly all actives have a fitted effect of over 75% in size
Target sequence (Q96KQ7 913-1193 limits assumed): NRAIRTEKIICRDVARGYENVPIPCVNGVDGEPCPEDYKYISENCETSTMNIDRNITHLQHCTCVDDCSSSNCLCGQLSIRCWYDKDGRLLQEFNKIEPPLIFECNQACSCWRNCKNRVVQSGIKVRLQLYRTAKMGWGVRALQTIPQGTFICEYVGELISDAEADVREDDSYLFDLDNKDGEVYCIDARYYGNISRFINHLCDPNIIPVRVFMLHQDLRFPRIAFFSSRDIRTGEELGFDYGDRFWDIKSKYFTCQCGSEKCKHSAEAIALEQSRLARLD
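Using a bead-based AlphaScreen, monomethylated H3K9 product from 2 h room-temperature reactions (G9a 20 nM, peptide 500 nM, SAM 20 uM) was detected with 0.5 ug/mL rabbit anti-H3K9me1 antibody.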
BAZ2B inh: BAZ2B (human) inhibition | Q9UIF8 | AlphaScreen BAZ2B-H3K14Ac peptide displacement | Potency, µM (titrated, usually from 114 µM), without a hit: at the highest dose activity change, negative = inhibition, most hits filed as inhibitors | 360,000 tested, 4.4% active | AID 504333; further: potency means the concentration at half of the fitted maximal effect; on the % scale 0 is the no-effect control and ±100 the full control effect; nearly all actives have a fitted effect of over 60% in size
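AlphaScreen displacement of biotin-H3(5-23)K14Ac peptide (50 nM final) from BAZ2B (50 nM final) in PBS pH 7.4, 0.01% Tween-20; complex preformed 30 min RT, then compounds (top 110 uM) 30 min RT, beads 20 min dark.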
Tb PGK inh: blocks T. brucei phosphoglycerate kinase | Potency, µM (top dose mostly 57.5 µM), inactives show at the highest dose activity change, negative = inhibition, actives largely listed as inhibitors | PGK/GAPDH coupled, Kinase-Glo luminescence, 60 min | 380,000 tested, 0.043% active | P07378 | AID 602233; further: potency means the concentration at half of the fitted maximal effect; on the % scale 0 is the no-effect control and ±100 the full control effect; nearly all actives have a fitted effect of over 60% in size
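Recombinant glycosomal PGK reaction used 1,3-bisphosphoglycerate generated in-well by GAPDH (100nM final) in 100mM TEA pH 7.6, 5mM MgCl2, 0.01% Tween-20. After 60 minutes at room temperature, ATP was read by Kinase-Glo Plus luminescence end-point.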
GLS inh: inhibitors of human glutaminase (GLS) | O94925 | GLS enzymatic activity, qHTS titration | Potency, µM (top dose mostly 45.5 µM), without a hit: at the top dose activity change, negative = inhibition, hits mostly inhibitors | 410,000 tested, 0.21% active | AID 624170; further: potency means the concentration at half of the fitted maximal effect; on the % scale 0 is the no-effect control and ±100 the full control effect
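hKGA in 45 mM KH2PO4 (pH 8.2), 0.02% Tween-20 with compound, then 1mM L-Glutamine (stock as added) plus glutamate oxidase/HRP/Amplex red coupling mix. Fluorescence read initially and after 30 min at RT; signal change reflects glutamate formation.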
JMJD2A Tudor inh: JMJD2A Tudor domain (human) inhibition; AlphaScreen JMJD2A-Tudor / H3K4me3 peptide binding; Potency, µM (top dose mostly 114 µM), inactives show top-dose activity change, negative = inhibition, usual class: inhibitors; 390,000 tested, 4.4% active; further: potency means the concentration at half of the fitted maximal effect; on the % scale 0 is the no-effect control and ±100 the full control effect; nearly all actives have a fitted effect of over 50% in size
HP1b binding inh: HP1-beta chromodomain-methylated histone interaction inhibition; 390,000 tested, 0.56% active; Potency, µM (highest dose often 114 µM), for inactives: at the top dose activity change, negative = inhibition, usual class: inhibitors; AID 540317; P83916; AlphaScreen HP1-beta / biotin-H3K9me3 peptide binding; further: potency means the concentration at half of the fitted maximal effect; nearly all actives have a fitted effect of over 70% in size; inactives centre near 23
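HP1-beta protein (50 nM final) preincubated 30 min at room temperature with biotinylated H3(1-18)K9me3 peptide (50 nM) in PBS pH 7.4, 0.01% Tween-20, then compound added for 30 min. AlphaScreen streptavidin donor/nickel chelate acceptor beads (10 ug/mL final), 30 min dark, luminescence read.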
* marks the source's active call; other numbers are inactive results; i = inactive; ? = inconclusive; · = no result given; [ ] = another dose, or the depositor's remark. Unless noted, the call rests on the fitted dose curve; in most records, active means well fitted curve in the direction sought with a large enough effect; inconclusive means small, poorly fitted or top-dose-only effect, or another doubt; inactive means no such curve, though single readings can be large; an effect the other way counts as inactive or inconclusive.

entry	compound	PI4K2A block	Pol eta inh	Pin1 inhibitor	G9a block	BAZ2B inh	Tb PGK inh	GLS inh	JMJD2A Tudor inh	HP1b binding inh
1	CCc1ccc(NC(=O)C(=O)NCCc2sc(-c3ccc(C)cc3)nc2C)cc1	-7	-12%	-9%	8%[59 µM]	5%	-1%	-3%	-21%	13%[57 µM]
2	CCOC(=O)c1c(C)[nH]c(C(=O)OCC(=O)Nc2sc(C(=O)N(C)C)c(C)c2C(=O)OCC)c1C	-2	-18%	20%	1%[12.7 µM]	-8%	2%	-10%	-10%	16%
3	COc1cc(S(=O)(=O)N2CCN(C(=O)c3ccco3)CC2)c(OC)cc1C	-3	5%	-5%	-13%	-9%	-5%	-6%	-10%	32%[activator]
4	CCOc1ccc2[nH]c(C)c(CN3CCN(C)CC3)c(=O)c2c1	-4	-12%	?	8%[59 µM]	13%	-2%	·	7%	46%[activator]
5	COc1cccc(CNCc2c(C(=O)O)n(Cc3ccc(C)cc3)c3cc(C)ccc23)c1OC	-5	-10%	14%	-34%[59 µM]	?	-11%	12%	-28%	14%
6	CCOc1ccc(NC(=O)CC2C(=O)N(c3ccc(F)cc3)C(=O)N2Cc2ccc(OC)c(OC)c2)cc1 (centres undefined)	-5	-14%	-5%	5%[59 µM]	0%	-4%	2%	-12%	43%
7	O=C1CCC(C(=O)OCc2cc(Cl)ccc2OC(F)F)N1 (centres undefined)	1	-16%	-9%	-15%[59 µM]	8%	-6%	2%	40µM*	-13%
8	COc1ccccc1NC(=O)c1ccc(NC(=O)CNC(=O)c2ccc(OC)c(OC)c2)cc1	4	-12%	-7%	21%	-2%	-2%	-11%	-15%	19%
9	COc1ccccc1NC(=O)c1ccc2nc(C)sc2c1	-2	-11%	-17%	9%	-1%	-5%	8%	4%	33%
10	CCOC(=O)Cc1csc(NC(=O)c2ccncc2)n1	-2	-17%	-2%	9%[12.7 µM]	-6%	i	-9%	-17%	44%[activator]
11	CCC(CC)C(=O)Nc1cccc(C(=O)NCCc2ccccc2)c1	4	-5%	-7%	1%	-9%	i	-2%	-17%	19%
12	CSc1nnc(-c2ccc(S(=O)(=O)N3CCCCC3)cc2)o1	-6	-2%	0%	9%[59 µM]	1%	-3%	6%	-9%	12%
13	O=C1/C(=C/c2cccc(F)c2)SC(=S)N1NS(=O)(=O)c1ccccc1	?	-17%	-18%	-3%[12.7 µM]	?	0%	?	-30%	2%[57 µM]
14	Cc1cc(NC(=O)c2ccc(Cl)cc2)c(C(C)C)cc1O	0	-13%	?	-2%[59 µM]	10%	15%	·	4%	23%
15	FC(F)(F)c1ccc2c(c1)C1C=CCC1C(c1ccncc1)N2 (centres undefined)	-12	-4%	1%	?	45µM*	-3%	-13%	?	-8%

Some of these compounds in order of heavy-atom count, ascending.
entry	compound	PI4K2A block	Pol eta inh	Pin1 inhibitor	G9a block	BAZ2B inh	Tb PGK inh	GLS inh	JMJD2A Tudor inh	HP1b binding inh
9	COc1ccccc1NC(=O)c1ccc2nc(C)sc2c1	-2	-11%	-17%	9%	-1%	-5%	8%	4%	33%
15	FC(F)(F)c1ccc2c(c1)C1C=CCC1C(c1ccncc1)N2 (centres undefined)	-12	-4%	1%	?	45µM*	-3%	-13%	?	-8%
6	CCOc1ccc(NC(=O)CC2C(=O)N(c3ccc(F)cc3)C(=O)N2Cc2ccc(OC)c(OC)c2)cc1 (centres undefined)	-5	-14%	-5%	5%[59 µM]	0%	-4%	2%	-12%	43%

With a hit mark in BAZ2B inh, of those listed so far:
entry	compound	PI4K2A block	Pol eta inh	Pin1 inhibitor	G9a block	BAZ2B inh	Tb PGK inh	GLS inh	JMJD2A Tudor inh	HP1b binding inh
15	FC(F)(F)c1ccc2c(c1)C1C=CCC1C(c1ccncc1)N2 (centres undefined)	-12	-4%	1%	?	45µM*	-3%	-13%	?	-8%

(further entries)
entry	compound	PI4K2A block	Pol eta inh	Pin1 inhibitor	G9a block	BAZ2B inh	Tb PGK inh	GLS inh	JMJD2A Tudor inh	HP1b binding inh
16	CCCCSc1[nH]c(=O)c(C(=O)OCC)cc1C#N	7	?	10%	30%[12.7 µM]	-34%	i	10%	-3%	26%
17	COc1ccc(N2CCN(C(=O)c3ccc(OCC4CCCO4)cc3)CC2)cc1 (centres undefined)	0	-12%	-1%	?	-37%	-7%	68%[activator]	-28%	36%[activator]
18	O=C1CCCc2nc(N3CCCCC3)sc21	4	-7%	1%	2%[12.7 µM]	9%	3%	7%	?	25%
19	O=C(Oc1ccc(Br)cc1)c1n[nH]c(=O)c2ccccc12	11	-15%	0%	-27%	0%	i	-7%	-8%	62%[activator]
20	CSCC[C@@H](C(=O)Nc1ccc2c(c1)OCCO2)N1Cc2ccccc2C1=O	-4	-9%	?	?	-34%	-4%	-18%	?	-9%
21	CCOC(=O)c1sc2nc(-c3ccccc3)ccc2c1N	-1	-20%	0%	11%[59 µM]	3%	-4%	0%	13%	51%[activator]
22	CSC1=NC(NCCCO)c2c(sc3c2CC(C)(C)OC3)N1 (centres undefined)	1	-10%	6%	?	-7%	-1%	-2%	-16%	34%
23	COc1cc(OC)cc(C(=O)NC2CCN(Cc3nnnn3Cc3ccc(F)cc3)CC2)c1	5	-7%	-12%	3%	-11%	-2%	1%	-9%	21%
24	CN(C)S(=O)(=O)Nc1ccc(-c2cn3ccsc3n2)cc1	2	-5%	-9%	15%[59 µM]	-11%	4%	-3%	-19%	12%[57 µM]
25	Cn1cnnc1SCC(=O)N(Cc1ccc2c(c1)OCO2)C1(C(=O)NC2CCCCC2)CCCC1	2	-2%	-12%	-15%	7%	-8%	0%	-24%	13%
26	O=C(c1ccccc1Cl)N1CCCCC1CCN1CCOCC1 (centres undefined)	-4	-16%	1%	5%[59 µM]	3%	-9%	8%	-4%	42%[activator]
27	COc1ccc(Cl)cc1NC(=O)COC(=O)c1cc(C)oc1C	-1	-18%	0%	·	·	-1%	5%	8%	34%
28	CCC1CCCCN1C(=O)COC(=O)c1cc(Br)ccc1Cl (centres undefined)	-22	-4%	0%	-5%	10%	i	7%	10%	51%[activator]
29	CCCC12CN3CC(C)(CN(C1)C3c1ccccc1Cl)C2=O (centres undefined)	1	-13%	-2%	-38%[59 µM]	8%	8%	19%	3%	27%
30	O=S(=O)(Nc1cc(F)ccc1F)c1cccc2nsnc12	3	0%	-1%	·	4%	i	4%	-23%	28%

Later entries:
entry	compound	PI4K2A block	Pol eta inh	Pin1 inhibitor	G9a block	BAZ2B inh	Tb PGK inh	GLS inh	JMJD2A Tudor inh	HP1b binding inh
31	COC(=O)CNC(=O)CSc1nc2c(sc(=S)n2-c2ccccc2)c(=O)[nH]1	0	-13%	2%	-9%	1%	-1%	8%	-18%	-23%
32	Cc1cccc(NC(=O)CNC(=O)CSc2ncccn2)c1C	0	-19%	-9%	·	·	1%	-2%	3%	30%
33	CCOc1cc(S(=O)(=O)NC2CCCCCC2)ccc1F	11	?	-9%	-4%[59 µM]	-32%	-2%	6%	21%	48%[activator]
34	O=C1c2ccccc2N2C(=O)c3ccccc3[C@H]2N1c1ccccc1	-4	-10%	1%	4%	9%	-7%	-24%	-9%	25%
35	Cc1cc(Br)ccc1NC(=O)CCNS(=O)(=O)c1cccc2nonc12	3	-11%	-7%	1%[59 µM]	1%	1%	0%	-19%	14%
36	Cc1ccc(OCC(=O)N/N=C/c2cc([N+](=O)[O-])ccc2N2CCCCC2)cc1	0	-9%	6%	?	-16%	-5%	-2%	-7%	40%[activator]
37	COc1ccc(NS(=O)(=O)c2cccc(C(=O)NCC(c3ccc(F)cc3)N3CCOCC3)c2)cc1 (centres undefined)	5	-14%	-4%	·	-19%	i	-7%	-13%	30%
38	CC(C)(C)c1nnc(NC(=O)c2ccc(Cl)nc2)s1	-4	0%	-10%	12%	3%	i	-3%	-3%	30%
39	O=C(Nc1ccccc1)c1ncoc1-c1ccc(Cl)cc1	0	-21%	-3%	9%	1%	-6%	5%	7%	36%[activator]
40	CC1CCC(NC(=O)CCNS(=O)(=O)c2ccc3c(c2)CCC(=O)N3)CC1 (centres undefined)	-3	-10%	-5%	17%	-18%	-1%	-16%	0%	19%
41	Cc1ccc2ccc3cc(C(=O)N4CCN(c5ccccc5F)CC4)nc3c2[nH]1	1	?	-5%	-30%[59 µM]	5%[57.1 µM]	0%	0%	-3%	24%
42	CC1=NOC(=O)/C1=C\c1ccc(-c2cc(Cl)ccc2Cl)o1	-8	-21%	19%	?	?	-5%	5%	?	?
43	O=C(Cn1ncc2c1-c1ccccc1OC2)N1CCc2ccccc21	-2	3%	-3%	5%	-1%	-5%	-2%	-6%	33%

A portion of the library. The share of hits here may be higher or lower than overall.
